High-throughput results from PubChem.
A-T KAP1 phos – candidate therapy for ataxia-telangiectasia | 320,000 compounds, 0.19% hits | […] A-T fibroblasts, KAP-1 phosphorylation AlphaLISA; neocarzinostatin DNA damage 30 min before lysis | Potency, µM (doses to about 57.5 µM), without a hit: at the highest dose activation, actives largely listed as activators; further: potency means the concentration at half of the fitted maximal effect; % of control where 0% means no effect; nearly all actives have a fitted effect of over 45% in size
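hTERT-immortalized A-T patient fibroblasts ([…]), 500 cells/well in OPTI-MEM, 1% FBS, got compounds for 60 min, then NCS for 30 min at 37C. Lysates were then assayed for phospho-KAP-1 by AlphaLISA (anti-pKAP1 donor, anti-KAP1 acceptor beads), 6 hr at 25C.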
Tb PFK block – inhibitors of T. brucei phosphofructokinase; O15648; T. brucei PFK, ADP-Glo luminescence; Potency, µM (top dose mostly 57.5 µM), for inactives: top-dose activity, negative = inhibition, actives largely listed as inhibitors; 330,000 compounds, 0.17% hits; AID 485367;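 further: potency means the concentration at half of the fitted maximal effect; 0% = uninhibited 1x PFK enzyme wells and -100% = no-enzyme wells; nearly all actives have a fitted effect of over 60% in size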
Target sequence (O15648 whole entry, looked up): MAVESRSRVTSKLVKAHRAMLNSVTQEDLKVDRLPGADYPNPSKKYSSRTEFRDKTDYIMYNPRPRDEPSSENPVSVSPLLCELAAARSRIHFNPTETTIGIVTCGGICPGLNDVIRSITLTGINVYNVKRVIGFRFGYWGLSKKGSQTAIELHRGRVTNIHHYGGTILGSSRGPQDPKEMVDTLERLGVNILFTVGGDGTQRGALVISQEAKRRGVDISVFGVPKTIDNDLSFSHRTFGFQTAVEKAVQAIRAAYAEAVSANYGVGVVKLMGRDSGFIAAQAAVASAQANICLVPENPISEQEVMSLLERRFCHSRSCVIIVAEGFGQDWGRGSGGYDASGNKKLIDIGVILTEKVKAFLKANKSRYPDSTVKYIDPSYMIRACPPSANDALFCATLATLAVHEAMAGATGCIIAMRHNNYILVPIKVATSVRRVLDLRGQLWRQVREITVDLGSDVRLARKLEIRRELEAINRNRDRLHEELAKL
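In TEA buffer at pH 8.0 with 5 mM MgCl2, enzyme (1.25 nM) converted F6P (0.5 mM) and ATP (0.1 mM) for 45 min at room temperature. ADP product was read by luciferase luminescence.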
Eya2 phos inh – inhibitors of human Eya2 phosphatase activity; O00167; recombinant Eya2, OMFP fluorescence dephosphorylation (OMFP is methylfluorescein phosphate); Potency, µM (top dose mostly 76.9 µM), for inactives: at the highest dose activity, negative = inhibition, actives largely listed as inhibitors; 330,000 compounds, 0.006% hits; AID 488837; further: potency means the concentration at half of the fitted maximal effect; on the % scale 0 is the no-effect control and ±100 the full control effect
Target sequence (O00167 whole entry, looked up): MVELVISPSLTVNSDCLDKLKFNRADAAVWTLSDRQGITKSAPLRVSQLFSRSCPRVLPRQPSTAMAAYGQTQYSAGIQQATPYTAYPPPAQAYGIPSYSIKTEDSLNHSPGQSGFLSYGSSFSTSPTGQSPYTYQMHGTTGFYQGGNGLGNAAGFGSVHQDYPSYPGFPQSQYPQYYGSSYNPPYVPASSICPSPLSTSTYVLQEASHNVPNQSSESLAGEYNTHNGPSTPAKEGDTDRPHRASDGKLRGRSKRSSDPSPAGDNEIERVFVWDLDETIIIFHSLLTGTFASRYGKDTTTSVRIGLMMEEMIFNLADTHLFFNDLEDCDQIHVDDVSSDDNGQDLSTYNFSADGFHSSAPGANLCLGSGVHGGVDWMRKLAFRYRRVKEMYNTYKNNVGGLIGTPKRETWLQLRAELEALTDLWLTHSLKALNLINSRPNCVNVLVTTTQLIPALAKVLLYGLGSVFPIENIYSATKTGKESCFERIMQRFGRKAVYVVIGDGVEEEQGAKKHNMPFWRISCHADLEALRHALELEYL
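Eya2 protein (added as 0.2 uM solution) was preincubated with compound for 10 min at ambient temperature in 50 mM HEPES pH 7.5, 50 mM NaCl, 5 uM MgCl2, 0.05% BSA, 1 mM DTT. OMFP (added at 50 uM) then reacted 10 min; fluorescence read at 485/525 nm.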
TCR activator – activators of T cell receptors; Potency, µM (series often up to 9.22 µM), without a hit: at the highest dose activation of IL-2 secretion, actives largely listed as activators; primary human leukocytes, anti-CD3, IL-2 HTRF, 48 h; 330,000 tested, under 10 active; further: % of control where 0% means no effect
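48 hr co-incubation of compounds, a-CD3 beads and primary human leukocytes; IL-2 quantified homogeneously by HTRF with anti-IL-2 K and d2 conjugates.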
ASM inhibitor – inhibitors of human secretory acid sphingomyelinase. 340,000 compounds, 0.006% hits. Potency, µM (titrated, usually from 57.5 µM), for the others: at the highest dose activity change, negative = inhibition, usual class: inhibitors. placental ASM, HMU-PC fluorogenic substrate, 60 min; further: potency means the concentration at half of the fitted maximal effect
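Fluorescence read-out (Ex 386 nm, Em 447 nm) after stopping the reaction at pH 10. Enzyme: ASM from human placenta; substrate HMU-PC0, 9 uM final; 60 min, 37 °C. Compound preincubation 10 min, ambient temperature.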
ELG1 repair inh – ELG1-dependent DNA repair inhibition | HEK293T ELG1-luciferase reporter, luminescence, 16 h; DNA damage induced by 5-fluorouridine | Potency, µM (titrated, usually from 46.1 µM), without a hit: at the highest dose activity change, negative = inhibition, most hits filed as inhibitors | 330,000 compounds, 2.3% hits | AID 504467; further: potency means the concentration at half of the fitted maximal effect; on the % scale 0 is the no-effect control and ±100 the full control effect; nearly all actives have a fitted effect of over 55% in size
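Overnight (16 hr) co-exposure of 2,000 cells/well to 5-fluorouridine and compound at 37 °C preceded detection. Luciferase was quantified via ONE-Glo luminescence; loss of signal denotes inhibition.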
TSHR antagonist – blocks TSH signaling through the human TSH receptor | activity change, negative = inhibition, % at 11.5 µM | P16473 | TSHR-expressing cells, TSH-stimulated cAMP HTRF, 2 h; active compounds read low | 330,000 compounds, 0.2% hits;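 active means activity change below a set negative limit, meaning inhibition stronger than a set level, cut at about -70% in these data; inconclusive means activity change between two set negative limits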; further: on the % scale 0 is the no-effect control and ±100 the full control effect
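Read-out is FRET at 665 nm (cryptate excitation 337 nm) from a cryptate-tagged anti-cAMP antibody, competed by cell cAMP against cAMP-d2. Compounds are tested on freshly harvested TSHR cells challenged with 4nM TSH (EC80) for 2 hours at 37 deg C.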
Integrin act MD – activators of alpha7 integrin expression for muscular dystrophy; alpha7betagal myoblasts, beta-gal FDG fluorescence, 48 h; Potency, µM (doses to about 38.3 µM), inactives show top-dose activation, hits mostly activators; 350,000 compounds, 0.064% hits; AID 624291;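 further: potency means the concentration at half of the fitted maximal effect; 100% = response of the positive control SU9516; nearly all actives have a fitted effect of over 60% in size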
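alpha7betagal+/- myoblasts (passage 13, 250/well) treated 48 h at 37C with compounds at 1:260 dilution of DMSO stock. Lysed, then beta-galactosidase activity read as FDG fluorescence (ex 480/em 540) after 30 min, with pre-read for autofluorescence.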
PTAP TSG101 blk – blocks PTAP/TSG101 interaction to inhibit HIV-1 budding; Fluorescence polarization, FITC-PTAP peptide / Tsg101 binding; 340,000 tested, under 10 active; Q99816; Potency, µM (titrated, usually from 115 µM), for the others: at the top dose activity change, negative = inhibition, most hits filed as inhibitors; AID 493005; active means well fitted inhibition curve with a large enough effect in the main read-out, with a control signal flat, not every such curve was filed as active; inconclusive means small, poorly fitted or top-dose-only effect, or effect the other way, or a change in a side signal; inactive means no such curve, though single readings can be large or run the other way; further: potency means the concentration at half of the fitted maximal effect; % of control where 0% means no effect
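Tsg101 binding domain (10 uM final) was mixed with compound and a FITC-labeled PTAP peptide (50 nM final) in HEPES pH 7.5 buffer with NaCl, Tween 20, EDTA and TCEP; fluorescence polarization was read after 20 min at r.t.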
Mito fusion act – blocks mitochondrial division or promotes mitochondrial fusion; S. cerevisiae fusion-defective mutant growth rescue, CellTiterGlo 48 h; Potency, µM (top dose mostly 46.1 µM), for inactives: at the highest dose growth rescue (activation), actives largely listed as activators; 320,000 compounds, 0.23% hits; AID 485298;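 further: potency means the concentration at half of the fitted maximal effect; % of control where 0% means no effect; nearly all actives have a fitted effect of over 45% in size; temperature-sensitive fusion mutants such as fzo1-1 at 37 °C on non-fermentable ethanol glycerol medium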
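Temperature-sensitive fusion-defective S. cerevisiae (e.g. fzo1-1, mgm1-5) were grown with compound in YPEG medium (3% ethanol, 3% glycerol) for 48 hours at 37C. Growth rescue was measured as viability by CellTiterGlo luminescence after 10 minutes at ambient.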
BCR signal inh – chronic active BCR signaling inhibition. ABC-DLBCL IkBa-CBG/CBR reporter, luminescence ratio, 4 h. Potency, µM (top dose mostly 46.1 µM), for the others: top-dose ratio change, negative = lower green/red ratio, usual class: inhibitors. 340,000 compounds, 0.05% hits. AID 493014; active means well fitted inhibition curve with a large enough effect in the signal ratio, with a control signal flat, not every such curve was filed as active; inconclusive means small, poorly fitted or top-dose-only effect, or effect the other way, or a change in a side signal; the % refers to the signal ratio;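 further: potency means the concentration at half of the fitted maximal effect; plate controls were basal doxycycline-induced cells for no effect and cells given 10 µM MG132 for full effect; MG132 reads +100%, hits lower the ratio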
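Cell line TMD8 (human ABC DLBCL), stably expressing tet-inducible CBG68-IkBa fusion and CBR; IMDM/0.5% FBS; cpd up to 46 uM; dox induction, 4 h, 37C/5% CO2; dual luminescence; green/red ratio; MG132 control.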
The depositor's hits bear a star; [ ] = remark or other dose. Unless noted, the call rests on the fitted dose curve; in most records, active means well fitted curve in the direction sought with a large enough effect; inconclusive means small, poorly fitted or top-dose-only effect, or another doubt; inactive means no such curve, though single readings can be large; an effect the other way counts as inactive or inconclusive.

Results for O=C(/C=C/c1ccc2c(c1)OCO2)Nc1nc(-c2ccc(F)cc2F)cs1 ?
A-T KAP1 phos: 2%; Tb PFK block: -4%; Eya2 phos inh: 1%; TCR activator: -9%[46.1 µM]; ELG1 repair inh: -17%; TSHR antagonist: -42; Mito fusion act: -5%; BCR signal inh: -1%

Results for CC(C)CC(NC(=O)CCC(=O)OCC(=O)[C@@]1(O)CCC2[C@@H]3CCC4=CC(=O)C=C[C@]4(C)C3[C@@H](O)C[C@@]21C)C(=O)O (stereo not given in full) ?
A-T KAP1 phos: -1%; Tb PFK block: -10%; Eya2 phos inh: -7%; TCR activator: -1%; ASM inhibitor: 3%; ELG1 repair inh: 30%; TSHR antagonist: -2; Integrin act MD: -12%; PTAP TSG101 blk: -8%; Mito fusion act: -1%; BCR signal inh: inconclusive

Results for COC(=O)[C@H]1C[C@@H]1[C@H](NC(=O)c1cnccn1)c1ccccc1 ?
A-T KAP1 phos: -3%; Tb PFK block: 0%; Eya2 phos inh: 6%; TCR activator: 4%; ASM inhibitor: 1%; ELG1 repair inh: 23%; TSHR antagonist: 7; Integrin act MD: -14%; PTAP TSG101 blk: -3%; Mito fusion act: -8%; BCR signal inh: inconclusive

How did CC(=O)c1cc(-c2ccccc2)n(CCC(=O)NC2CCCC2)c1C do in these assays?
A-T KAP1 phos: -1%; Tb PFK block: 1%; Eya2 phos inh: 9%; TCR activator: -3%; ASM inhibitor: 4%; ELG1 repair inh: 11%; TSHR antagonist: -2; Integrin act MD: 1%; PTAP TSG101 blk: -2%; Mito fusion act: -2%; BCR signal inh: 1%

What do the screens show for `Cc1ccc(NC(=O)C2(S(=O)(=O)c3ccc(C)cc3)CC2)cc1`?
A-T KAP1 phos: 6%; Tb PFK block: -1%; Eya2 phos inh: 15%; ASM inhibitor: -2%; ELG1 repair inh: -14%; TSHR antagonist: 5; Integrin act MD: -1%[7.66 µM]; PTAP TSG101 blk: 1%; Mito fusion act: 0%; BCR signal inh: -1%

How did O=C(COC(=O)c1n[nH]c(=O)c2ccccc12)c1ccc(Cl)cc1 do in these assays?
A-T KAP1 phos: 0%; Tb PFK block: 2%; Eya2 phos inh: -10%; TCR activator: -2%; ASM inhibitor: 0%; ELG1 repair inh: 0%; TSHR antagonist: 2; Integrin act MD: -1%; PTAP TSG101 blk: -2%; Mito fusion act: 0%; BCR signal inh: 1%

How did CCOC(=O)N1CCN(C(=O)CSc2ccc3nnc(CCNC(=O)c4ccc(OC)cc4)n3n2)CC1 do in these assays?
A-T KAP1 phos: 0%; Tb PFK block: 0%; Eya2 phos inh: 1%; TCR activator: -1%; ASM inhibitor: -2%; ELG1 repair inh: 5%; TSHR antagonist: 24; Integrin act MD: 0%; PTAP TSG101 blk: -5%; Mito fusion act: -2%; BCR signal inh: -4%

What do the screens show for `CCc1nn(CC(=O)NCCN2CCOCC2)c(=O)c2cc3c(OC)cccc3n12`?
A-T KAP1 phos: 1%; Tb PFK block: 1%; Eya2 phos inh: -6%; TCR activator: -3%; ASM inhibitor: -18%; ELG1 repair inh: 15%; TSHR antagonist: -29; Integrin act MD: inconclusive; PTAP TSG101 blk: 5%; Mito fusion act: 2%; BCR signal inh: 0%

What do the screens show for `COC(=O)[C@@H](NC(=O)c1ccccc1OC1CCN(S(C)(=O)=O)CC1)C(C)C`?
A-T KAP1 phos: 2%; Tb PFK block: -1%; Eya2 phos inh: 1%; TCR activator: -20%; ASM inhibitor: 6%; ELG1 repair inh: 7%; TSHR antagonist: 4; Integrin act MD: inconclusive; PTAP TSG101 blk: -6%; Mito fusion act: 1%; BCR signal inh: inconclusive

How did CN(CC(=O)Nc1ccc(Cl)cc1)S(=O)(=O)c1cccc2cccnc12 do in these assays?
A-T KAP1 phos: 5%; Tb PFK block: -2%; Eya2 phos inh: 1%; TCR activator: 1%; ASM inhibitor: -4%; ELG1 repair inh: inconclusive; TSHR antagonist: -15; Integrin act MD: -23%; PTAP TSG101 blk: -2%; Mito fusion act: 1%; BCR signal inh: -24%

What do the screens show for `Cc1c(S(=O)(=O)N2CCc3ccccc3C2)c(=O)n(C)c(=O)n1C`?
A-T KAP1 phos: -2%; Tb PFK block: -5%; Eya2 phos inh: -35%; TCR activator: 6%; ASM inhibitor: 3%; ELG1 repair inh: -9%; TSHR antagonist: 0; Integrin act MD: 5%; PTAP TSG101 blk: -8%; Mito fusion act: 3%; BCR signal inh: 7%

Results for O=c1c(-c2ccccc2)[n+]([O-])c2ccccc2n1O ?
A-T KAP1 phos: -12%; Tb PFK block: -1%; Eya2 phos inh: 4%; TCR activator: 3%; ASM inhibitor: 2%; ELG1 repair inh: 10%; TSHR antagonist: -6; Integrin act MD: -13%; PTAP TSG101 blk: -7%; Mito fusion act: 1%; BCR signal inh: -5%

Results for COc1ccc(C(C)(C)C)cc1NC(=O)COC(=O)c1ccc([N+](=O)[O-])o1 ?
A-T KAP1 phos: 6%; Tb PFK block: 0%; Eya2 phos inh: -9%; TCR activator: 0%; ASM inhibitor: -8%; ELG1 repair inh: 1%; TSHR antagonist: 4; Integrin act MD: 7%; PTAP TSG101 blk: -4%; Mito fusion act: -1%; BCR signal inh: 1%

How did CCN(C[C@H]1N[C@@](CC)(C(=O)OC)[C@H]2C(=O)N(Cc3ccccc3)C(=O)[C@@H]12)C(=O)c1ccccc1 do in these assays?
A-T KAP1 phos: 2%; Tb PFK block: -3%; Eya2 phos inh: 10%; TCR activator: 0%; ASM inhibitor: 4%; ELG1 repair inh: 21µM*; TSHR antagonist: 5; Integrin act MD: 9%; PTAP TSG101 blk: -3%; BCR signal inh: -1%

How did O=C(c1ccc(-c2cccc(C(F)(F)F)c2)o1)N1CCCCCCC1 do in these assays?
A-T KAP1 phos: 14%; Tb PFK block: -3%; Eya2 phos inh: -18%; TCR activator: 0%; ASM inhibitor: -1%; ELG1 repair inh: 13%; TSHR antagonist: 0; Integrin act MD: -7%; PTAP TSG101 blk: 0%; Mito fusion act: 19%; BCR signal inh: 12%

Results for O=C(O)CCCC(=O)Nc1ccc(C(=O)N2CCCCC2)c(Cl)c1 ?
A-T KAP1 phos: 1%; Tb PFK block: -3%; Eya2 phos inh: -33%; TCR activator: 1%; ASM inhibitor: 5%; ELG1 repair inh: -5%; TSHR antagonist: 1; Integrin act MD: 0%; PTAP TSG101 blk: -5%; Mito fusion act: -1%; BCR signal inh: 5%

What do the screens show for `Cc1cccc(C)c1NC(=O)CN(C)C(=O)c1cccc(-n2cccc2)c1`?
A-T KAP1 phos: 5%; Tb PFK block: inconclusive; Eya2 phos inh: 3%; TCR activator: -1%; ELG1 repair inh: 14%; TSHR antagonist: 2; Integrin act MD: 9%; PTAP TSG101 blk: -3%; Mito fusion act: -2%; BCR signal inh: -3%

Results for Cn1c(=O)c2c(nc(NCc3ccco3)n2Cc2ccccc2Cl)n(C)c1=O ?
A-T KAP1 phos: -3%; Tb PFK block: 0%; Eya2 phos inh: 10%; TCR activator: -2%; ASM inhibitor: 2%; ELG1 repair inh: inconclusive; TSHR antagonist: -6; Integrin act MD: -44%[inhibitor]; PTAP TSG101 blk: 0%; Mito fusion act: 1%; BCR signal inh: -5%

How did COc1ccc(CCNC(=O)/C(C#N)=C/c2ccc(OCC(=O)NCC3CCCO3)cc2)cc1OC (stereo not given) do in these assays?
A-T KAP1 phos: -5%[11.5 µM]; Tb PFK block: -2%; Eya2 phos inh: -5%; TCR activator: -3%; ASM inhibitor: 3%; ELG1 repair inh: inconclusive; TSHR antagonist: -9; Integrin act MD: 3%; PTAP TSG101 blk: -10%; Mito fusion act: -1%; BCR signal inh: inconclusive
